12-LOX inh – Primary qHTS assay for inhibitors of human arachidonate 12S-lipoxygenase (ALOX12): Round 2. purified 12hLO, xylenol orange hydroperoxide absorbance. Potency, µM (titrated, usually from 108 µM), without a hit: top-dose activity change, negative = inhibition, usual class: inhibitors. 1.1% of 580,000 active. AID 1671190, 2021; active = well fitted inhibition curve with a large enough effect; inconclusive = small, poorly fitted or top-dose-only effect, or another doubt; inactive = no such curve, though single readings can be large or run the other way
Target sequence (P18054 whole entry, looked up): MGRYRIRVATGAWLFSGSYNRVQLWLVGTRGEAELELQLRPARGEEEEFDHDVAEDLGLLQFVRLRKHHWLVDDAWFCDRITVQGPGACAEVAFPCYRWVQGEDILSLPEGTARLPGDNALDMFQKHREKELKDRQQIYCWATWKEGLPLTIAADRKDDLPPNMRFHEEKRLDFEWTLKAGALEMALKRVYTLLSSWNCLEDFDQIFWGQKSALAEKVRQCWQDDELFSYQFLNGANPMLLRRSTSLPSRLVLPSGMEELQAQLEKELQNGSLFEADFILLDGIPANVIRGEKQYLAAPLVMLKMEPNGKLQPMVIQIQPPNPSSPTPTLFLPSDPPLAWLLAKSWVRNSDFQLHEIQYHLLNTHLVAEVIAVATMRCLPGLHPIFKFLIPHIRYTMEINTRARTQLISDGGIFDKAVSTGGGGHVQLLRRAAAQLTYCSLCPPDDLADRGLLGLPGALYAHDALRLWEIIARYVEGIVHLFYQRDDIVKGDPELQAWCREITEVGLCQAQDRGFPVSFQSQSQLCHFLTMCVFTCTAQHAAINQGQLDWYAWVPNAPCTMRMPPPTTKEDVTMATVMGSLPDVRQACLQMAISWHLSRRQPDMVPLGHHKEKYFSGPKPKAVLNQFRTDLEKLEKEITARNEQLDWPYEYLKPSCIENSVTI
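Purified human 12hLO at 150 nM in 25 mM Hepes, 0.01% Triton X-100, pH 7.0, preincubated 15 min at room temperature with compound. Reaction started with 40 uM arachidonic acid, 30 min at room temperature. Hydroperoxide measured by Fe-xylenol orange, 573/405 nm absorbance ratio.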
Starred values were filed as active, the others as inactive; ? = inconclusive; [ ] = remark or other dose. % is set by controls: 0 for no effect and ±100 for the full control effect; potency is the fitted concentration of half-maximal effect. This is a subset; the hit share may differ from the screen's.

SMILES	12-LOX inh
CCCNC(=O)CCNC(=O)N1CCn2c1nc1ccccc12	57%[activator]
Cc1ccccc1N(C)C1CN([S+](=O)([O-])c2c(C)noc2C)C1	6%[6.33 µM]
COc1ccc(S(=O)(=O)N2CCOCC2)cc1C(=O)Nc1cccc(C(=O)NC2CC2)c1	1%
Cc1cc2cc(-c3c(C)noc3C)nc(-c3ccc([S+](C)(=O)[O-])cc3)c2o1	0%[176 µM]
N#Cc1ccc(/C=C/C(=O)c2ccsc2)cc1	-45%
CC(C)NC(=O)N1CCC(c2noc(-c3ccccc3)n2)C1 (stereo not given)	11%
NS(=O)(=O)c1ccc(CCNC(=O)C2CCCN2C(=O)c2cccs2)cc1 (stereo not given)	-19%
O=C(CCC(=O)c1ccc2c(c1)OCCO2)OCc1ccc(Cl)cc1Cl	?
C[C@@H](NC(=O)C1CCCCC1)c1c(-c2ccc(Cl)cc2)noc1C(=O)O	?
COc1ccccc1NC(=O)Cn1ccc2ccc(Cl)cc21	-4%
CCCS(=O)(=O)NC(=O)C1(C)CCCN(C(=O)c2ccnc(Cl)c2)C1 (stereo not given)	-12%
Cc1ccc(NC(=O)C2CCCN(C(=O)c3ccccc3)CCC(=O)NCC2)cc1 (stereo not given)	6%
Cc1ccc(C2Cn3cnc(C(=O)N4CCC(C(=O)NCc5cccc(Cl)c5)CC4)c3CO2)cc1 (stereo not given)	22%
COc1ccc(C(C)=NNS(=O)(=O)c2ccc(C)cc2)cc1OC	-24%
COCC(=O)NC1CCC12CCN(C(=O)CC1CCCC1)CC2 (stereo not given)	57%[activator]

Next section; it opens with the 2 that closed the last part.
SMILES	12-LOX inh
COc1ccc(C(C)=NNS(=O)(=O)c2ccc(C)cc2)cc1OC	-24%
COCC(=O)NC1CCC12CCN(C(=O)CC1CCCC1)CC2 (stereo not given)	57%[activator]
CCOC(=O)NC(C)c1ccc(OC)cc1 (stereo not given)	32%
CN1CCCn2nc(C(=O)NC34CC5CC(CC(C5)C3)C4)cc2C1	-1%
COc1ccc(NC(=O)CN2CCCc3nc(C4CC4)ncc3C2=O)cn1	70%[activator]
Cc1cc(C(=O)NCC#Cc2cccc(C(F)(F)F)c2)c2ccccc2n1	?
O=C(O)CNS(=O)(=O)c1cc(C(F)(F)F)ccc1Cl	0%
CCc1ccc2oc(-c3ccc(NC(=O)c4ccc([N+](=O)[O-])o4)cc3)nc2c1	-10%
C=CCNC(=S)Nc1ccccc1F	?
O=C(N[C@@H](C(=O)NCc1ccccn1)c1ccccc1)C(c1ccccc1)c1ccccc1	32%[activator]
Cc1ccc(F)c(OCC(=O)c2ccc3c(c2)N(CCCC(=O)NCC2CCCO2)C(=O)CO3)c1 (stereo not given)	-3%
COc1cc(CNc2ccc(N3CCOCC3)c(C(=O)O)c2)cc(Br)c1OCC(N)=O	?
Cc1ccccc1C(=O)NC(c1ccc(Cl)cc1)c1cccnc1 (stereo not given)	?
COc1ccc(S(=O)(=O)N[C@H]2[C@H](O)[C@H](O)C[C@@H]2c2ccccc2C)cc1	0%[176 µM]
CN(C)C(=O)c1nc(-c2ccc(S(C)(=O)=O)cc2)c2ccccn12	-8%[6.33 µM]
O=C(Cn1nc(-c2ccc(Cl)cc2)c2ccccc2c1=O)Nc1ccc(Cl)cc1	-6%
O=C(O)c1cc2c(Br)cccc2[nH]1	?
CCOCCCNC(=O)c1ccc2nc(C)c(C)nc2c1	-11%
O=C(CSc1nc2ccccc2o1)NC(=O)NC1CCCCC1	18%
NC(N)=NC(N)=NCc1ccncc1	?
CCc1ccc2oc(=O)cc(CN3CCN(CC(=O)N(C)C4CCCCC4)CC3)c2c1	-2%
NC1CCCN(Cc2cc(F)ccc2-n2cccn2)CC1 (stereo not given)	13%
CCCCn1cnc2cccnc21	37%[176 µM]
Brc1ccc2nc(C3CCCCC3)c(Cc3ccsc3)n2c1	?
COC[C@@H]1CN(c2ncccn2)C[C@H]1C(=O)NCc1c(C)n[nH]c1C	0%
COCC[C@]1(O)CCN(C(=O)C2CCN(C3CCCC3)CC2)C[C@H]1C	32%[activator]
CCOC(=O)[C@]12CCCC=C1N(Cc1ccccc1)C(=O)[C@H](CC(=O)NCc1ccccc1)C2	-18%
CC1(Cc2cccc(C#N)c2)C(=O)Nc2c(Cl)cccc21 (stereo not given)	2%
COc1ccc2oc(-c3ccc(NC(=O)CC45CC6CC(CC(C6)C4)C5)cc3)nc2c1	-17%
O=C(OCCOc1ccccc1)c1cc(S(=O)(=O)N2CCOCC2)c(Cl)cc1Cl	4%
COc1ccc(CNC(=O)c2noc(-c3ccc(C)cc3)n2)c(OC)c1	?
O=C(N/N=C/c1ccc(Oc2ccccc2)cc1)c1cccs1	24%
CCCC(C)NC(=O)CCc1ccc(-c2ccc(OC)cc2)o1 (stereo not given)	?
O=C(c1ccccc1-c1ccccc1)N1CCCn2cncc2C1	7%
CCc1noc([C@@H]2CC(F)(F)CN2C(=O)c2cnco2)n1	-2%
O=C(Nc1cccc(C(F)(F)F)c1)c1csc([C@@H]2O[C@H](CO)[C@H](O)[C@H](O)[C@H]2O)n1	4%
CCc1cccc(NC(=O)c2ncoc2-c2cccs2)c1	26%
CN1C[C@H](NCC2CC2)CCC[C@@H](C(=O)NC2CCOCC2)CC1=O	-22%[176 µM]
CC(C)(C)c1ccc(C(=O)Nc2ccccc2)cc1Br	9%
O=C(C[C@@H]1C[C@H]2O[C@H](CNC3CCC3)[C@@H](O)[C@H]2O1)N1CCC(F)(F)C1	-7%[176 µM]
CSCCC(NC(=O)c1ccc(-c2ccc(Cl)cc2)s1)C(=O)O (stereo not given)	?
CCn1nccc1C(=O)N1CCC2(CCC2OC)CC1 (stereo not given)	64%[activator]
CCN1CCN(c2ccc(C(=O)O)cc2NS(=O)(=O)c2ccccc2)CC1	?
COc1ccccc1N1CCN(CCS(C)(=O)=O)CC1	15%
COc1cccc(C(C(=O)NCc2ccccc2)N2CCN(c3ccccc3F)CC2)c1OC (stereo not given)	-16%
CCOc1ccc(/C(O)=C2\C(=O)C(=O)N(c3nccs3)C2c2ccc(OC)cc2)cc1 (stereo not given)	?
Cc1cccc(Cc2cnc(NC(=O)c3cc(=O)c4cc(C)ccc4o3)s2)c1	39%
COc1ccc(C2(C(=O)N3CCC([C@H]4[C@@H](OC)C(=O)N4C(C)C)CC3)CC2)cc1	65%[activator]
CCC(=O)Nc1ccc(Cl)c(NC(=O)c2cccc3c(Br)cccc23)c1	-23%
Cc1ccc(CN2CCC(N3CCCNC3=O)CC2)cc1	31%[activator][176 µM]
CN(C)CCN(C(=O)C1CCCCC1)c1nc2cc3c(cc2s1)OCCO3	-19%
Cc1ccc(S(=O)(=O)N(C)C[C@H]2OCc3cnnn3CCCC(=O)N([C@@H](C)CO)C[C@H]2C)cc1	-11%
COc1ccc(CNC(=O)C2(C)CCCCC(=O)N2)cc1OC (stereo not given)	4%
CCCN1CCN(C(=O)CC2CCCN(c3cnn(C)c(=O)c3)C2)CC1 (stereo not given)	25%
C=CCNC(=O)CCc1ccc2c(c1)CN(C(=O)NCC)CCO2	24%
CC(C)(C)CC(=O)N[C@H]1CC(C)(C)[C@@H]2C[C@@](C)(O)CC[C@]12CCC(=O)NCCc1c[nH]c2ccccc12	-4%
Cc1cc(CN2CCCC23CCN(c2nc4ccccc4o2)CC3)on1	3%
C[C@@H]1C(=O)O[C@H]2[C@H]1CC[C@@]1(C)Cc3sc(NC(=O)COc4ccccc4)nc3[C@@H](C)[C@H]21	-6%
CCCn1c(C)cnc1CC1CCCNC1 (stereo not given)	48%
COC[C@H]1C[C@@H](NC(=O)c2cc(C)oc2C)[C@H](O)[C@@H]1O	-22%[176 µM]
CCc1nc2ccc(C(=O)NCCN3CCOCC3)cn2c1N(C=O)Cc1ccc(OC)cc1	4%
COCC(=O)N1CCC2(CC1)CN(Cc1cnc(C(C)C)nc1)CCN2C	30%

Sorted by molar mass (rising): part of the list above.
SMILES	12-LOX inh
C=CCNC(=O)CCc1ccc2c(c1)CN(C(=O)NCC)CCO2	24%
COCC(=O)N1CCC2(CC1)CN(Cc1cnc(C(C)C)nc1)CCN2C	30%
CCC(=O)Nc1ccc(Cl)c(NC(=O)c2cccc3c(Br)cccc23)c1	-23%

Next part:
SMILES	12-LOX inh
CC(C)NC(=O)c1cc(-c2ccc(Br)cc2)nc2ccccc12	?
Cc1nnc(-c2cc(-c3ccc([S+](C)(=O)[O-])cc3)ccn2)n1CCN1CCOCC1	-2%[176 µM]
O=C(Cn1nc2c(cc1=O)CCCCC2)N1CCN(c2ccc(Cl)cc2)CC1	32%[activator]
CC(C)=NNC(=O)CCC(=O)NN=C(C)C	16%
CC(C)(C)CNCC1(O)CCCN(Cc2cccc(F)c2F)C1=O (stereo not given)	45%
Cn1c(COc2ccccc2Cl)nnc1SC1CCCCCC1=O (stereo not given)	10%
COCCNC(=S)N/N=C1\C=C(C)CC1	42%[activator]
CCSc1nnc(NC(=O)C2CCCN(C(=O)c3ccc(Cl)cc3)C2)s1 (stereo not given)	1%
CCOc1ccc(NCc2cccn2-c2nnc(N3CCC(C(=O)NC4CCCC4)CC3)s2)cc1	-35%
O=C1COc2ccc(Nc3ccc(C(F)(F)F)cc3)nc2CN1	1%[176 µM]
Cc1cnc(CC2CCN(C(=O)C3CC3)CC2)n1Cc1ccccc1	18%
COCc1ccc2c(c1)c(OC(C)(C)C(=O)NC1CCOCC1)nn2Cc1cccnc1	7%[176 µM]
COc1ccc2nc(C(=O)NC(C3CC3)C3CC3)ccc2c1	?
Cc1occc1-c1nnc(SCC(=O)NC(C)c2ccc3c(c2)OCCO3)n1-c1ccccc1 (stereo not given)	?
CCN1C(=O)C2(CCN(S(=O)(=O)c3cc(C)ccc3C)CC2)c2ccccc21	21%
COc1ccccc1NC(=O)Nc1nc2cc(C)c(C)cc2s1	10%
CC(=O)Nc1ccc(C2OC(=O)N(Cc3cccc(F)c3)C2C(=O)NCC2CCCO2)cc1 (stereo not given)	?
COc1cccc(NC(=O)N2CCCC3(C2)Nc2cccnc2NC3=NC2CCCC2)c1 (stereo not given)	84%[activator]
CC1(C(=O)NS(=O)(=O)c2cccc(C#N)c2)CCN1C(=O)c1ccc(C2CCCCC2)cc1 (stereo not given)	?
CCn1c(-c2ccccc2F)nc2cc(NC(C)=O)cc(C(=O)NCC3CCOCC3)c21	9%
O=C(CSc1nc2cc(Cl)ccc2s1)Nc1ccc(C(F)(F)F)cc1	-3%
CCOc1ccc(-c2nc(SCC(=O)Nc3nccs3)c(-c3ccc(F)cc3)[nH]2)cc1	-6%
CC(=O)N1CC(CO)C2(CCN(Cc3ccc(C)o3)CC2)C1 (stereo not given)	26%
Cc1ccc(N2CCC(NC(=O)c3ccc(Br)cc3)C2=O)cc1 (stereo not given)	-27%
C[C@@H]1CN([C@H](C)CO)C(=O)c2cc(NC(=O)Nc3ccc(F)cc3)ccc2O[C@@H](C)CCCCO[C@H]1CN(C)Cc1ccc(C(=O)O)cc1	-7%
COCC(=O)N[C@H]1CC[C@]2(C)CC[C@@H]([C@H](C)C(=O)N3CCOCC3)[C@H](O)[C@H]2[C@@H]1C	16%[176 µM]
CSCC(=O)N1CCC(C2CCN(S(C)(=O)=O)CC2)C1 (stereo not given)	39%[activator]
COc1ccccc1CC(=O)N1CCCc2ncc(C(=O)NCc3cccc(Cl)c3)cc21	11%
O=C(c1ccc(F)cc1)N1CCC(CCc2ccc(O)cc2)CC1	2%
CN(Cc1ccco1)C(=O)c1ccc2ncsc2c1	?
CCOc1ccc(C(=O)N2C[C@@H](COC)[C@H](C(N)=O)C2)cc1	23%
COc1ccc(CC(=O)N2[C@@H]3CC[C@H]2CC(NC(=O)c2cnc(C)cn2)C3)cc1 (stereo not given in full)	24%
Cc1ccc2c(=O)c(-c3nc(-c4ccc(Cl)cc4)no3)cn(CC(=O)NCc3ccco3)c2n1	20µM*
Cc1ccc(S(=O)(=O)Nc2ccc(-c3cn4ccsc4n3)cc2)s1	?
Cc1oc2c(c1C(=O)N1CCCCCC1)CN(Cc1cccc(F)c1)CC2	?
COc1ccc(CN2C[C@H]3CN(Cc4ccc(NC(C)=O)cc4)CCN3C2=O)cc1	-1%[176 µM]
COc1ccccc1CNC(=O)Nc1nnc([C@H]2C[C@H](O)[C@@H](CO)O2)s1	-4%
Cc1cc(C(=O)N2CCCN(S(=O)(=O)c3ccccc3)CCC(=O)NCC2)n(C)n1	15%
COCc1nnc2n1CCC(NC(=O)C1CC=CC1)CC2 (stereo not given)	39%[activator]

Some of the entries above, reformatted.
SMILES | 12-LOX inh
CCOc1ccc(C(=O)N2C[C@@H](COC)[C@H](C(N)=O)C2)cc1 | 23%
COc1ccc(CC(=O)N2[C@@H]3CC[C@H]2CC(NC(=O)c2cnc(C)cn2)C3)cc1 (stereo not given in full) | 24%
Cc1ccc2c(=O)c(-c3nc(-c4ccc(Cl)cc4)no3)cn(CC(=O)NCc3ccco3)c2n1 | 20µM*

Four entries from above, arranged by the number in 12-LOX inh, low to high.
molecule,12-LOX inh
COc1ccccc1CNC(=O)Nc1nnc([C@H]2C[C@H](O)[C@@H](CO)O2)s1,-4%
Cc1cc(C(=O)N2CCCN(S(=O)(=O)c3ccccc3)CCC(=O)NCC2)n(C)n1,15%
CCOc1ccc(C(=O)N2C[C@@H](COC)[C@H](C(N)=O)C2)cc1,23%
COc1ccc(CC(=O)N2[C@@H]3CC[C@H]2CC(NC(=O)c2cnc(C)cn2)C3)cc1 (stereo not given in full),24%
